TDP1 inh – qHTS Assay for Inhibitors of Tyrosyl-DNA Phosphodiesterase (TDP1); Tyrosyl-DNA phosphodiesterase 1 (Homo sapiens), Q9NUW8; recombinant TDP1, AlphaScreen DNA substrate cleavage; Potency, µM (titrated, usually from 130 µM), for the others: top-dose activity change, negative = inhibition, most hits filed as inhibitors; 0.28% of 350,000 active; note: nearly all actives have a fitted effect of over 40% in size
Target sequence (Q9NUW8 whole entry, looked up): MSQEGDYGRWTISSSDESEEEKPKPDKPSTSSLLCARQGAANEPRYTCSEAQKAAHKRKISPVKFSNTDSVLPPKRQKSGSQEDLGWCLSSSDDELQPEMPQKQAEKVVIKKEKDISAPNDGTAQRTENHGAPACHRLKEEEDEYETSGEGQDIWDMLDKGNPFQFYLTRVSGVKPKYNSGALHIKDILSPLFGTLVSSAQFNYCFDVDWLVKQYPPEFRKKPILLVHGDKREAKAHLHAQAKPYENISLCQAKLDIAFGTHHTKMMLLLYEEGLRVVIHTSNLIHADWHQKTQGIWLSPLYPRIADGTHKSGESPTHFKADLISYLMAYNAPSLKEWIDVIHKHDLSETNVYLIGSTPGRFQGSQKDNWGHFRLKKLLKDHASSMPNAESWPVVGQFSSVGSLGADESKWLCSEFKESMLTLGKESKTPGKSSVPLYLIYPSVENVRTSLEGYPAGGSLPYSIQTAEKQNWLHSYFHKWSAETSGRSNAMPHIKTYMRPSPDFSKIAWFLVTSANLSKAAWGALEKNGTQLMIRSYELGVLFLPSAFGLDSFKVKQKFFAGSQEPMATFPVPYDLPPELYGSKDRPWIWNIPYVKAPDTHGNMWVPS
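E. coli-derived human Tdp1, 1 nM final. Cpd preinc 15 min RT; substrate 15 nM final, 5 min RT; AS bead mix 10 ug/ml final, 10 min RT. Signal loss = tyrosine-FITC cleavage. No-enzyme wells = max signal.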
N370S GC mod – qHTS Assay for Inhibitors and Activators of N370S glucocerebrosidase as a Potential Chaperone Treatment of Gaucher Disease; N370S GC spleen homogenate, 4MU-glucoside fluorescence; Potency, µM (top dose mostly 59.4 µM), for the others: at the highest dose activity change, negative = inhibition, usual class: inhibitors; 0.092% of 330,000 active; AID 2101, 2009;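 note: 0% = full enzyme activity and -100% = no enzyme basal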
FEN1 inh – qHTS Assay for the Inhibitors of Human Flap endonuclease 1 (FEN1) | P39748 | Recombinant FEN1 flap cleavage, fluorescence, 15 min | Potency, µM (titrated, usually from 114 µM), inactives show at the highest dose activity change, negative = inhibition, hits mostly inhibitors | 0.35% of 390,000 active | AID 588795, 2011; note: nearly all actives have a fitted effect of over 65% in size
Target sequence (P39748 whole entry, looked up): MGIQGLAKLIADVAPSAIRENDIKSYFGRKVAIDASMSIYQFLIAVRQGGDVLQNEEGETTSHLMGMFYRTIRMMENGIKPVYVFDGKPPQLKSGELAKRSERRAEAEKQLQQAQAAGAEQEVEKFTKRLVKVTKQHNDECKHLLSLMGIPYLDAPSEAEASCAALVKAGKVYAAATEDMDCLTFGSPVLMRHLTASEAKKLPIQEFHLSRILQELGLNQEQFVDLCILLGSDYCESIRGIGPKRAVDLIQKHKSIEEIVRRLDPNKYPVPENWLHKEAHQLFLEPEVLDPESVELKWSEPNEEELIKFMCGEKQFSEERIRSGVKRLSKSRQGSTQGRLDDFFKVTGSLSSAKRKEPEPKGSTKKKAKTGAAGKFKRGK
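FEN1 at 10 nM preincubated with compounds 15 min at room temperature, then flap DNA substrate added at 50 nM final. Signal read at 0 and 15 min; concentration-response fitted with four-parameter Hill equation.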
* hit, by the source's call; ? = inconclusive; . = no result given; & = joins results of further samples; [ ] = dose if it differs, or a comment. Calls come from the whole dose curve; as a rule, active = well fitted curve in the direction sought with a large enough effect; inconclusive = small, poorly fitted or top-dose-only effect, or another doubt; inactive = no such curve, though single readings can be large; an effect the other way counts as inactive or inconclusive. Unless noted, % is set by controls: 0 for no effect and ±100 for the full control effect; potency is the fitted concentration of half-maximal effect. Not a hit list. About 0.57% of those tested had a hit in this group.

SMILES | TDP1 inh | N370S GC mod | FEN1 inh
C=CCN(c1nc(C)c(Br)c(OC)n1)S(=O)(=O)c1ccc(C)cc1 | 50µM* | 20% | 18%
Cc1ccccc1OCC(=O)Nc1ccc(C(=O)OCc2cc(=O)n3c(C)csc3n2)cc1 | -1% | . | 17%
NS(=O)(=O)c1ccc(NC=C2C(=O)OC3(CCCCC3)OC2=O)cc1 | -2% | 17% | 1%
Cc1cc(C)c(NC(=O)CN2C(=O)CC(C)S(=O)(=O)c3ccccc32)c(C)c1 (stereo not given) | 1% | 22% | -3%
O=C(Nc1ccccc1O)c1ccc2c(c1)C(=O)N(c1ccccc1)C2=O | -1% | -3% | -3%
CC(=O)N(Cc1cccnc1)Cc1cc2ccccc2[nH]c1=O | 5% | -9% | 26%
CCOC(=O)C1CCCN(C(=O)c2cc3nc(-c4cccc(OC)c4)cc(C(F)(F)F)n3n2)C1 (stereo not given) | -2% | 3% | -18%
Cc1nn(-c2ccccc2)nc1-c1nnc(-c2ccc(C(F)(F)F)cc2)o1 | 1% | 10% | 3%
CC(=O)NC(CC(=O)N(C)Cc1cccc(Cl)c1Cl)c1ccccc1 (stereo not given) | 0% | 4% | 15%
CCCC(=O)Nc1nc2ccc(S(N)(=O)=O)cc2s1 | -3% | 2% | -3%
CCN1CCN(C(=O)c2ccc(OC3CCN(CCc4ccccc4)CC3)cc2)[C@@H](C)C1=O | 2% | -19% | 1%
CC(=O)N(C(C)=O)S(=O)(=O)c1ccc(N=NN2CCCCC2)cc1 | 5% | -10% | -5%
COc1ccc(CCNC(=O)CCNC(=O)c2ccco2)cc1 | 1% | -4% | -1%
Cc1cc(NC(=O)CSc2nnc(Nc3ccccc3C)s2)no1 | 0% | -1% | 8%
CCCCC[C@H]1CN(CCCC)C(=O)[C@@H]1CC(=O)NCc1ccc(OC)cc1 | . | -9% | 1%&-4%
CCN(C(=O)Cn1c(C(=O)OC)cc2oc3ccccc3c21)c1cccc(C)c1 | 1% | . | 1%
CCc1nc(SCc2cc(=O)c3cc(F)ccc3[nH]2)n[nH]1 | 3% | . | 15%
C/C(N)=C(/C#N)C(=O)COC(=O)CCC1CCCC1 | -9% | 12% | -16%
O=S(=O)(Nc1ccc(-c2ccc3nncn3n2)cc1)c1cccc(F)c1 | . | -10% | 2%
O=S(=O)(c1ccc(Cl)c(C(F)(F)F)c1)N1CCN(CC(O)COCC2CCCO2)CC1 (stereo not given) | -3% | -14% | 2%

Just TDP1 inh and N370S GC mod, for some of the entries so far:
| canonical_smiles | TDP1 inh | N370S GC mod |
| --- | --- | --- |
| COc1ccc(CCNC(=O)CCNC(=O)c2ccco2)cc1 | 1% | -4% |
| C=CCN(c1nc(C)c(Br)c(OC)n1)S(=O)(=O)c1ccc(C)cc1 | 50µM* | 20% |
| Cc1ccccc1OCC(=O)Nc1ccc(C(=O)OCc2cc(=O)n3c(C)csc3n2)cc1 | -1% | . |

Further results
SMILES | TDP1 inh | N370S GC mod | FEN1 inh
Cn1ccsc1=NC(=O)c1ccc([N+](=O)[O-])o1 | 6% | 12% | -18%
CCOC(=O)c1c(C2CC2)csc1NC(=O)CSCc1c(C)noc1C | 2% | 22% | 6%
Cc1c(NC(=O)C(C)OC(=O)/C=C/c2ccco2)c(=O)n(-c2ccccc2)n1C (stereo not given) | ? | 9% | 9%
CCOC(=O)c1ccc(Nc2nc(C)cc(=O)[nH]2)cc1 | 1% | 3% | -19%
O=C(Nc1ccccn1)c1ccc(Cl)c(S(=O)(=O)N2CCCCCC2)c1 | 1% | -2% | -25%
CCOc1ccc(C(=O)NCC(=O)OCC(=O)N2CCC(C)CC2)cc1 | 8% | -1% | -1%
Cc1ccn2cc(CNC(=O)c3cccc(C(F)(F)F)c3)nc2c1 | 6% | . | -3%
CCOc1cc([N+](=O)[O-])cc(/C=C2/NC(=O)N(Cc3ccccc3F)C2=O)c1O | . | 0% | -26%
CCCNC(=O)N(CCOC)CC1CCCN(C2Cc3ccccc3C2)C1 (stereo not given) | . | -18% | 22%
Cc1ccccc1NC(=O)Cc1nc(COC(=O)c2nc(Cl)ccc2Cl)cs1 | -1% | . | 11%
Cc1cc(C)n(-c2ccc(C(=O)OCC(=O)N(CC(C)C)C3CCS(=O)(=O)C3)cc2)n1 (stereo not given) | -10% | -1% | -12%
CCCC(=O)Nc1c(C)nn(C(=O)CCC)c1C | -1% | -8% | 2%
O=c1c2ccccc2nc(SCc2nc(-c3ccccc3)no2)n1-c1ccc(F)cc1 | 1% | 17% | 4%
CCOC(=O)COc1c(Cl)cc(C2NC(=S)NC(c3ccccc3)=C2C(C)=O)cc1OC (stereo not given) | 6% | -10% | 4%
Cc1ccc(OCC(=O)NCC2(N3CCN(C)CC3)CCCCC2)cc1 | -3% | . | -1%
CC(CNC(=O)CCCn1c(=O)c2cccn2c2ccc(F)cc21)c1ccccc1 (stereo not given) | 0% | . | -2%
CC(=O)NC(CCS(C)(=O)=O)C(=O)Nc1cccc(C)c1C (stereo not given) | 3% | 3% | 3%
CCOc1ccc(NS(=O)(=O)c2ccc3[nH]cc(C(=O)N(C)Cc4ccccc4)c(=O)c3c2)cc1 | 0% | . | -1%
O=C(COC(=O)CCCCCN=C1NS(=O)(=O)c2ccccc21)Nc1ccc(Cl)c(Cl)c1 | -3% | ? | 1%
Cc1cc(C)c(C(=O)COC(=O)C2CCN(c3ccc(C(F)(F)F)cn3)CC2)cc1C | . | 1% | 2%

Quoted at random: 5 compounds from above
SMILES | TDP1 inh | N370S GC mod | FEN1 inh
CCOC(=O)c1c(C2CC2)csc1NC(=O)CSCc1c(C)noc1C | 2% | 22% | 6%
CCCC(=O)Nc1c(C)nn(C(=O)CCC)c1C | -1% | -8% | 2%
Cc1c(NC(=O)C(C)OC(=O)/C=C/c2ccco2)c(=O)n(-c2ccccc2)n1C (stereo not given) | ? | 9% | 9%
Cc1cc(C)n(-c2ccc(C(=O)OCC(=O)N(CC(C)C)C3CCS(=O)(=O)C3)cc2)n1 (stereo not given) | -10% | -1% | -12%
O=C(Nc1ccccn1)c1ccc(Cl)c(S(=O)(=O)N2CCCCCC2)c1 | 1% | -2% | -25%

The list continues:
SMILES | TDP1 inh | N370S GC mod | FEN1 inh
COc1cc(OC)cc(C2=NC3(CCC(C)CC3)NC2=S)c1 (stereo not given) | 7% | -2% | -3%
COc1ccc(-c2cc(-c3nnc(COC(=O)CC4CC5CCC4C5)o3)c3ccccc3n2)cc1OC (stereo not given) | 0% | 6% | -13%
C=CC(=O)Nc1ccc(CN2C(=O)N(c3c(Cl)c(OC)cc(OC)c3Cl)Cc3cnc(NCCCCN(CC)CC)nc32)cc1 | 4% | . | ?
O=C(C1CC(=O)N(c2ccccc2F)C1)N1CCOCC1 (stereo not given) | 0% | . | 11%
O=C(CN1C(=O)NC2(CCOc3ccccc32)C1=O)c1cccs1 (stereo not given) | 1% | . | 2%
CCOC(=O)c1ccccc1NC(=O)c1sc2ccccc2c1Cl | -9%[12.3 µM] | . | 11%
O=C(COC(=O)C12CC3CC(CC(C3)C1)C2)NC12CC3CC(CC(C3)C1)C2 | 2% | . | -18%
CC(C)(C)c1ccc(C(=O)N2CCN(CCNC(=O)C(=O)Nc3ccc(F)cc3)CC2)cc1 | 2% | -6% | 9%
CC(OC(=O)C1CC1C)C(=O)Nc1ccc(Cl)cn1 (stereo not given) | -7% | -10% | 1%
O=C(CSc1nc2ccccc2c(=O)n1-c1ccccc1F)N1CCOCC1 | 0% | . | -2%
CC(C)(C)c1ccc(-n2ncc3c2CCCC3NC(=O)CN2CCCCC2=O)cc1 (stereo not given) | 2% | -10% | -4%
CCOC(=O)c1ccc(NC(=O)CN2C(=O)C3C4C=CC(C4)C3C2=O)cc1 (stereo not given) | 1% | 6% | 7%
COc1ccc(C(=O)NCCCOc2cccnc2)cc1OC1CCN(C(C)=O)CC1 | 4% | -6% | -4%
CC1(C)Cc2c(sc3c2C2=NCCN2C=N3)CS1 | 7% | -16% | 18%
CCOc1ccccc1Cn1c(=O)sc2ccccc21 | 1% | 6% | -13%
Cc1noc(C)c1COc1ccc(C(=O)N2CC(C)CC(C)C2)cc1 (stereo not given) | 1% | . | -2%
CC1C/C(=N\NC(=O)c2cccnc2)CC(C)(C)C1 (stereo not given) | 1% | 1% | 3%
CCN1C(=O)C(CC(=O)Nc2ccc(F)cc2)N(Cc2ccc3c(c2)OCO3)C1=S (stereo not given) | 3% | -26% | -8%
COc1ccc(NC(=O)CN2C(=O)CC(c3ccco3)Sc3ccccc32)cc1OC (stereo not given) | 1% | . | 6%
CN(C)/C=C(/C(=O)c1ccc(Cl)c(Cl)c1)S(C)(=O)=O | 3% | 2% | -16%
CCCCOc1ccc(C(=O)N2CCN(CCc3ccncc3)CC2)cc1 | 1% | . | 14%
Cc1ccc(C2C(=O)N(C3CCC(C)CC3)CC(=O)N2C2CCCC2)cc1 (stereo not given) | 3%&-4% | 9% | 17%&9%
NC(=O)C1CN(C(=O)c2nn(Cc3ccccc3)c(=O)c3ccccc23)c2ccccc2O1 (stereo not given) | -8% | 5% | 0%
CCCn1c(SCC(=O)c2cc(C)n(-c3cc(C)on3)c2C)n[nH]c1=O | 2% | -8% | -11%
CC(=O)Oc1cc2c(c(C)c1OC(C)=O)CC=C1[C@]3(C)CC[C@]4(C)CC[C@@](C)(C(=O)O)CC4[C@]3(C)CC[C@]12C (stereo not given in full) | 7% | 6% | .
CC(C)(C)NC(=O)[C@]1(C)CCC[C@@]2(C)C3CC[C@@]4(C)C[C@]3(CCC21)CC4=O (stereo not given in full) | 0% | . | -9%
COC(=O)C(C)Sc1nc2c([nH]c3ccccc32)c(=O)n1C (stereo not given) | 5% | 4% | -3%
CN(C(=O)Cn1cc(C(F)(F)F)cc(Cl)c1=O)C1CCS(=O)(=O)C1 (stereo not given) | 0%[0.505 µM] | -8% | 5%
COc1ccc(C(CC(=O)c2ccccc2)CC(=O)c2ccccc2)cc1 | 1% | 20% | -14%
O=C(NC1(C(F)(F)F)NC(=O)N(CCc2ccccc2)C1=O)c1ccc(Cl)cc1 (stereo not given) | 0% | . | ?
CC(C)(C)C(=O)NC(=O)Nc1ccccc1C(F)(F)F | -4% | -10% | 1%
COc1cccc(CN(C)CC(=O)Nc2sc3c(c2C#N)CCC3)c1 | -1% | 15% | 0%
CCOC(=O)c1c(C)[nH]c(C)c1C(=O)COC(=O)c1ccc(Cl)c(S(=O)(=O)NCc2ccccc2)c1 | 9% | 14% | -4%
Cc1ccc(C)c(CSc2c(C(C)C)cnc3c2c(=O)n(C)c(=O)n3C)c1 | 5% | . | 2%
COc1ccc(CN2CCN(C(=O)c3ccco3)CC2)cc1 | 3% | 1% | 0%
CCN1CCN(C2=C(NS(=O)(=O)c3ccc(C)cc3)C(=O)c3ccccc3C2=O)CC1 | 6% | 0% | -1%
Cc1ccc(Cc2cc(C)n[nH]c2=O)cc1 | -4% | 12% | 4%
COc1ccc2c(C)cc(=O)oc2c1 | 2%[56.1 µM] | 18% | 14%
CCOC(=O)c1[nH]c2ccccc2c1NC(=O)c1ccc(S(=O)(=O)N2CCOCC2)cc1 | -1% | -15% | -13%
Cn1ncc2c(NCc3ccc(Cl)cc3)ncnc21 | 8% | . | -4%

TDP1 inh, hit marks shown above
SMILES | TDP1 inh | N370S GC mod | FEN1 inh
C=CCN(c1nc(C)c(Br)c(OC)n1)S(=O)(=O)c1ccc(C)cc1 | 50µM* | 20% | 18%

Next part:
SMILES | TDP1 inh | N370S GC mod | FEN1 inh
COc1ccc(-c2[nH]ncc2CN2CCN(C3CCCCC3)C(=O)C2)cc1F | 0% | -13% | 13%
COc1ccc(S(=O)(=O)Nc2ccccc2Cl)cc1NC(C)=O | 3% | 8% | 5%
Cc1ccn2c(=O)c(NC(=O)c3ccc(Br)o3)c(C)nc2c1 | 2% | 4% | 0%
CN1CCN(C(=O)/C(=C\c2cccs2)NC(=O)c2ccccc2)CC1 | 2%[0.0935 µM] | -2% | 4%
CCn1c(C(=O)NC2CCC(C)CC2)cc2sccc21 (stereo not given) | 6% | 0% | 11%
CN(CC(=O)Nc1ccc(OC(F)(F)F)cc1)C(=O)/C=C/c1cc2c(cc1[N+](=O)[O-])OCO2 | 1% | . | -15%
Cc1nc2cccnc2nc1C | . | 4% | -1%
O=C1CC(c2cccc(Cl)c2)Cc2nc(N3CCOCC3)ncc21 (stereo not given) | 10% | 15% | -5%
O=C(CSc1nc2nn(-c3ccccc3)c(=O)c-2c2n1CCCCC2)NCCc1ccccc1 | 5% | 25% | -1%
CCCCOC(=O)C1=C(C)Nc2ncnn2C1c1ccc(OCC)c(OC)c1 (stereo not given) | 1% | 0% | -11%
O=C(COc1coc(CN2CCc3ccccc32)cc1=O)N1CCCCC1 | 3% | -22% | 3%

Source: PubChem BioAssay (National Center for Advancing Translational Sciences (NCATS))
